# GAA inhib: qHTS Assay for Inhibitors of Human alpha-Glucosidase as a Potential Chaperone Treatment of Pompe Disease; Lysosomal alpha-glucosidase (Homo sapiens), P10253; hit rate 0.005% among 200,000; Potency, µM (series often up to 76.9 µM), for the others: at the top dose activity change, negative = inhibition, hits mostly inhibitors; purified human GAA, 4-MU-alpha-glucoside fluorescence;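 also: plate controls were uninhibited enzyme wells for no effect and no-enzyme background for full effect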
#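 Enzyme (4 nM final) mixed with compound (up to 77 uM), then 4-MU-alpha-D-pyranoside (400 uM final) added; 20 min at room temperature, pH 5.0. Reaction stopped at pH 10, fluorescence read, AC50 derived by Hill fit.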
# GLA spleen mod: qHTS Assay for Inhibitors and Activators of Human alpha-Galactosidase From Spleen Homogenate; Alpha-galactosidase A (Homo sapiens), P06280; human spleen homogenate, 4MU-alpha-Gal fluorescence, 40 min; Potency, µM (doses to about 80 µM), for inactives: at the top dose activity change, negative = inhibition, actives largely listed as inhibitors; hit rate 0.008% among 240,000; AID 2107, 2009;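 also: 0% = enzyme with vehicle and -100% = no enzyme basal signal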
# Target sequence (P06280 32-429 limits assumed): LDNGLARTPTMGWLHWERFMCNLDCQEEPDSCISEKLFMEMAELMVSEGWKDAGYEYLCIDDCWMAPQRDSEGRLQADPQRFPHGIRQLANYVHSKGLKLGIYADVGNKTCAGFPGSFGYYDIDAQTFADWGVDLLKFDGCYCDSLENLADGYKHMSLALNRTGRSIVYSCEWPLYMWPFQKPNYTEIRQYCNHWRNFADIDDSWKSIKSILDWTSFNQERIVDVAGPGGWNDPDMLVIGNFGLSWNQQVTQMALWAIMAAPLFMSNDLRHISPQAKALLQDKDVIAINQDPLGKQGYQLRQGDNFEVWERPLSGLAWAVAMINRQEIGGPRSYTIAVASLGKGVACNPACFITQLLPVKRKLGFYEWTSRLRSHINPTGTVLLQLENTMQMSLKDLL
#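 Inhibition or activation of alpha-galactosidase in human spleen homogenate is scored by 4-MU fluorescence after 40 min at 37C, pH 5.0, with 1 mM substrate. AC50s come from concentration-response fitted to the Hill equation.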
# HTT cytoprotect: qHTS Multiplex Assay to Identify Dual Action Probes in a Cell Model of Huntington: Cytoprotection (ATP); Potency, µM (highest dose often 56.4 µM), without a hit: cytoprotection (ATP increase), actives largely listed as activators; PC12 HTT-Q103 induced, cytoprotection, ATP luminescence, 40 h; hit rate 0.14% among 230,000;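 also: % of control where 0% means no effect; nearly all actives have a fitted effect of over 45% in size; toxic huntingtin expression switched on by the ecdysone agonist tebufenozide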
#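 Stable PC12 Q103-GFP cells in serum-supplemented, phenol red-free DMEM; induction by tebufenozide at 100 nM final; compound dose series; cell viability quantified luminescently from ATP.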
# GAA spleen mod: qHTS Assay for Inhibitors and Activators of Human alpha-Glucosidase From Spleen Homogenate. Lysosomal alpha-glucosidase (Homo sapiens), P10253. human spleen homogenate, 4-MU-alpha-glucoside fluorescence. Potency, µM (highest dose often 79.9 µM), inactives show at the highest dose activity change, negative = inhibition, usual class: inhibitors. hit rate 0.006% among 240,000;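 also: 0% = enzyme with vehicle and -100% = no enzyme basal signal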
#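 Enzyme source: human spleen homogenate, 1 ug/well. Buffer 50 mM citric acid/K phosphate pH 5.0, 0.01% Tween-20. 4-MU-alpha-glucoside 1 mM; 37 C x 40 min; NaOH/glycine stop; fluorescence.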
# Tau ThT inhib: qHTS for Inhibitors of Tau Fibril Formation, Thioflavin T Binding. Microtubule-associated protein tau (Homo sapiens), P10636. recombinant tau K18 P301L, heparin-induced fibrillization, ThT fluorescence. Potency, µM (highest dose often 57.4 µM), without a hit: top-dose activity, negative = inhibition, actives largely listed as inhibitors. hit rate 2.1% among 270,000; also: % is scaled to controls: 0 for no effect and ±100 for the full control effect; nearly all actives have a fitted effect of over 55% in size
# Target sequence (P10636 561-689 P618L limits assumed): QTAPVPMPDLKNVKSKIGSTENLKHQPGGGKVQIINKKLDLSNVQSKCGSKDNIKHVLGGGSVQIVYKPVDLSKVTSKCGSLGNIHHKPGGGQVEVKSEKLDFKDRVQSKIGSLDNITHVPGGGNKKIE
#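 Heparin-induced fibrillization of the P301L-mutant K18 repeat-domain fragment of human tau was followed by ThT binding in quantitative high-throughput format.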
# Tau FP inhib: qHTS for Inhibitors of Tau Fibril Formation, Fluorescence Polarization; AID 1468, 2008; Potency, µM (series often up to 57.7 µM), without a hit: at the top dose activity, negative = inhibition, actives largely listed as inhibitors; K18 P301L tau heparin fibrillization, Alexa594 FP, 6 h; hit rate 0.39% among 280,000; also: % is scaled to controls: 0 for no effect and ±100 for the full control effect; nearly all actives have a fitted effect of over 55% in size
#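 Steps: dispense K18 P301L tau (15 uM plus 0.24 uM Alexa 594 tracer, final) in pH 7 sodium acetate; add compound; add heparin (20 uM final); incubate 6 hr, 37 C; add ThT (30 uM final); after 1 hr ambient, read FP.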
# Tau fluor cs: Counterscreen qHTS for Inhibitors of Tau Fibril Formation, Fluorescence Polarization; Potency, µM (highest dose often 57.7 µM), without a hit: at the top dose activity change, negative = decrease; tau K18 P301L Alexa594 fluorescence, heparin fibrillization; hit rate 0.93% among 280,000; also: % is scaled to controls: 0 for no effect and ±100 for the full control effect; nearly all actives have a fitted effect of over 55% in size
#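 Human tau K18 P301L (15 uM unlabeled, 0.24 uM Alexa 594-labeled) in 100 mM sodium acetate pH 7 with 20 uM heparin, 6 hr at 37 C. ThT 30 uM added, 1 hr ambient; Alexa 594 FP and total fluorescence read at 555/632 nm.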
# GAA glycogen mod: qHTS Assay for Inhibitors and Activators of Human alpha-Glucosidase Cleavage of Glycogen; Lysosomal alpha-glucosidase (Homo sapiens), P10253; recombinant GAA, glycogen substrate, Amplex Red glucose oxidase fluorescence; Potency, µM (series often up to 76.4 µM), inactives show at the top dose activity change, negative = inhibition, usual class: inhibitors; hit rate 0.38% among 300,000; AID 2100, 2009;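 also: 0% = full enzyme reaction and -100% = no-enzyme basal signal; the screen sought inhibitors and activators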
#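 Natural-substrate format: glycogen cleavage by 4 nM human enzyme, glucose read by Amplex Red coupling (Ex 573, Em 610 nm). Normalized to enzyme and no-enzyme controls.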
# * = called active by the depositor; u = inconclusive; x = not tested or not shown; & = joins results of further samples; [ ] = dose if it differs, or a comment. Calls follow the shape of the dose curve; as a rule, active = well fitted curve in the direction sought with a large enough effect; inconclusive = small, poorly fitted or top-dose-only effect, or another doubt; inactive = no such curve, though single readings can be large; an effect the other way counts as inactive or inconclusive. Potency is read from the fitted curve at half-maximal effect.
1) CCN1CCN(S(=O)(=O)CC2(C)C3CCC2(C)C(=O)C3Br)CC1 (configuration not stated)
2) O=C(O)CC1CCCC(c2ccccc2)C1=O (configuration not stated)
3) Cc1ccccc1NC1=NS(=O)(=O)c2ccccc21
4) O=C(Nc1cccc(C(F)(F)F)c1)Nc1nnc(N2CCCCCC2)s1
5) COc1cc2c(C(=O)NCc3ccc4c(c3)OCO4)cn(CC(C)C)c(=O)c2cc1OC
6) O=C1NC(c2ccc(Cl)c([N+](=O)[O-])c2)Nc2ccccc21 (configuration not stated)
7) CN1CCC(C2(O)c3ccccc3CSc3sccc32)CC1 (configuration not stated)
8) CC1CCCC(C)N1C(=O)CSCc1ccc(Cl)cc1 (configuration not stated)

Screen / compound no.,1,2,3,4,5,6,7,8
GLA spleen mod,-4%,6%,2%,x,4%,-3%,10%,-4%
Tau ThT inhib,4%,-3%,-14%,-10%,5%,-16%,7%,-16%
Tau FP inhib,-2%,-4%,1%,-2%,-13%,-6%,1%,0%
HTT cytoprotect,-25%,35%[10 µM],-2%,x,-7%[10 µM],-6%,22%[10 µM],11%
GAA glycogen mod,9%,-5%,10%,7%[76.3 µM],6%,2%,-19%,-4%
GAA spleen mod,-5%,-27%,-4%,x,-2%,-1%,11%,-3%
Tau fluor cs,2%,-2%,0%,-10%,-5%,-12%,3%,-6%
GAA inhib,4%,1%,5%,x,-35%,-3%,1%,0%

9) Cc1occc1C(=O)Nc1cc(C(C)(C)C)on1
10) O=C(c1cnsn1)N1CCN(c2ccccc2)CC1
11) COc1ccc(CCNC(=O)C2CC(c3cc(C(F)(F)F)cc(C(F)(F)F)c3)=NO2)cc1 (configuration not stated)
12) Cc1c(Cl)cccc1NC(=O)Cn1nnc2sc3c(c2c1=O)CCCC3
13) Cc1cc(C(=O)Cn2ncc(Cl)c(Cl)c2=O)c(C)n1CC(F)(F)F
14) CC(C)(C)NC(=O)Cn1c(SCC(=O)NCc2cccs2)nc2ccccc21
15) COc1ccc(Cc2noc(-c3ccc(OC)c(OC)c3)n2)cc1OC
16) O=C(CN(c1ccccc1)S(=O)(=O)c1ccc(F)cc1)NC1CCS(=O)(=O)C1 (configuration not stated)

Screen / compound no.,9,10,11,12,13,14,15,16
GLA spleen mod,-3%,4%,4%,x,9%,10%,-9%,11%
Tau ThT inhib,2%,u,2%,-2%,-13%,1%,-11%,5%
Tau FP inhib,9%,1%,-2%,u,-2%,-6%,-6%,4%
HTT cytoprotect,-29%,-14%[0.074 µM],1%[10 µM],x,-4%[10 µM],-5%[10 µM],-2%,x
GAA glycogen mod,-2%,4%,-8%,2%[76.3 µM],1%,-5%,1%,-2%
GAA spleen mod,-13%,2%,-5%,x,1%,6%,-8%,9%
Tau fluor cs,5%,-1%,-16%,-19%,-6%,-3%,-14%,3%
GAA inhib,-5%,-7%,x,x,0%,-5%,-2%,-1%

17) CCCC(=O)Nc1ccc(C(=O)N/N=C/c2ccc[nH]2)cc1
18) Cc1nc(-c2ccc(S(=O)(=O)Nc3cccc(S(N)(=O)=O)c3)s2)cs1
19) C(=N\n1cnnc1)/c1ccc2c(c1)OCCO2
20) Cc1ccc(C)c(OCc2nnc(N)s2)c1
21) O=c1c2ccccc2cnn1Cc1n[nH]c(=S)n1-c1ccc(Cl)cc1
22) COc1cccc(C(=O)NC2CCN(C(=O)N3c4ccccc4Sc4ccccc43)CC2)c1
23) CC(C)(C)c1cc(CNC2CS(=O)(=O)C[C@@H]2O)cc(C(C)(C)C)c1O (some centres not stated)
24) O=C(OCc1nc2ccccc2s1)c1ccc(Br)s1

Screen / compound no.,17,18,19,20,21,22,23,24
GLA spleen mod,0%,5%,0%,10%,-4%,-4%,10%,1%
Tau ThT inhib,16µM*,x,-1%,-21%,-7%,-14%,u,u
Tau FP inhib,0%,x,-4%,0%,4%,4%,12%,-3%
HTT cytoprotect,x,-2%[10 µM],-10%,-8%,-7%[10 µM],-28%[10 µM],-19%[0.074 µM],2%
GAA glycogen mod,-2%,2%,-6%,1%,-6%,-3%,16µM*,5%
GAA spleen mod,-2%,-17%,-6%,-9%,2%,-5%,4%,-2%
Tau fluor cs,u,x,4%,-7%,-4%,u,-13%,-21%
GAA inhib,-9%,x,-2%,0%,5%,-8%,7%,6%

25) COCCn1c(=O)[nH]c2cc(C(=O)NCCCN3CCN(c4ccc(F)cc4)CC3)ccc2c1=O
26) Nc1nc(SCC(=O)NC2CCCC2)[nH]c(=O)c1-c1ccccc1
27) CCNc1nc(NC(C)C)nc(ON=C(C)C)n1
28) NS(=O)(=O)c1ccc(NC2(C(=O)O)CCCC2)cc1
29) COc1ccc2c(c1)OC/C(=C/c1cccs1)C2=O
30) COc1ccc(C(=O)Nc2nc(C)c(C(=O)N(C)C)s2)cc1OC
31) Cc1ccc(NC(=O)Cc2nc(CSc3nnc(-c4ccc5c(c4)OCO5)o3)cs2)cc1
32) CSc1nc(Oc2ccc(F)cc2)c2ccccc2n1

Screen / compound no.,25,26,27,28,29,30,31,32
GLA spleen mod,u,-2%,0%,4%,1%,4%,0%,1%
Tau ThT inhib,-4%,2%,-1%,-9%,u,2%,u,-13%
Tau FP inhib,-3%,0%,3%,-6%,3%,6%,-5%,u
HTT cytoprotect,10%,5%,6%[1.9 µM],14%&13%[10 µM],-7%[10 µM],-4%[10 µM],-35%,20%
GAA glycogen mod,1%,4%,16%,0%,7%,9%,-4%,1%
GAA spleen mod,26%,-2%,-6%,6%,-4%,4%,-1%,5%
Tau fluor cs,-7%,-5%,-3%,-5%,-12%,12%,-17%,-13%
GAA inhib,u,2%,0%,0%,-9%,-3%,-2%,4%

33) Cc1ccc(N2C(=O)CS(=O)(=O)C23C(=O)N(Cc2ccccc2F)c2ccccc23)cc1Cl (configuration not stated)
34) CC(=O)OCC(=O)[C@]1(O)C(OC(C)=O)CC2C3CCC4=CC(=O)C=C[C@@]4(C)[C@]3(F)C(O)C[C@]21C (some centres not stated)
35) O=C1CC(N2CCCCCC2)C(=O)N1c1ccc2c(c1)OCO2 (configuration not stated)
36) CCOC(=O)/C(C(C)=O)=C1\OC(=O)c2ccccc21
37) Cc1ccc(SC(c2ccc(C)cc2)C(Cn2cncn2)C(=O)c2ccccc2)cc1 (configuration not stated)
38) O=C(c1cc(-c2cccs2)on1)N1CCN(c2ccc(F)cc2)CC1
39) CCOC(=O)c1cc(-c2ccc(OC)cc2F)nc2c1c(C)nn2CCC#N
40) Cc1ccc(-c2nnn(CC(=O)N(CCO)C(C(=O)NC3CCCCC3)c3ccncc3)n2)o1 (configuration not stated)

Screen / compound no.,33,34,35,36,37,38,39,40
GLA spleen mod,x,2%,5%,u,-14%,-8%,u,6%
Tau ThT inhib,4%,2%,u,-2%,-17%,-6%,-21%,2%
Tau FP inhib,-15%,1%,10%,1%,8%,1%,1%,4%
HTT cytoprotect,x,-62%[inhibitor],-2%[0.074 µM],6%[0.074 µM],1%,-13%,4%,13%[10 µM]
GAA glycogen mod,7%[76.3 µM],x,-1%,-12%,5%,3%,-14%,-28%
GAA spleen mod,x,-4%,5%,6%,0%,-4%,18%,11%
Tau fluor cs,-1%,-3%,-3%,5%,-6%,-11%,-29%,-1%
GAA inhib,x,x,-8%,-12%,1%,-5%,1%,0%

# 7 compounds out of the list, ordered by number of heavy atoms, lowest first.
36) CCOC(=O)/C(C(C)=O)=C1\OC(=O)c2ccccc21
32) CSc1nc(Oc2ccc(F)cc2)c2ccccc2n1
35) O=C1CC(N2CCCCCC2)C(=O)N1c1ccc2c(c1)OCO2 (configuration not stated)
37) Cc1ccc(SC(c2ccc(C)cc2)C(Cn2cncn2)C(=O)c2ccccc2)cc1 (configuration not stated)
31) Cc1ccc(NC(=O)Cc2nc(CSc3nnc(-c4ccc5c(c4)OCO5)o3)cs2)cc1
33) Cc1ccc(N2C(=O)CS(=O)(=O)C23C(=O)N(Cc2ccccc2F)c2ccccc23)cc1Cl (configuration not stated)
34) CC(=O)OCC(=O)[C@]1(O)C(OC(C)=O)CC2C3CCC4=CC(=O)C=C[C@@]4(C)[C@]3(F)C(O)C[C@]21C (some centres not stated)

Screen / compound no.,36,32,35,37,31,33,34
GLA spleen mod,u,1%,5%,-14%,0%,x,2%
Tau ThT inhib,-2%,-13%,u,-17%,u,4%,2%
Tau FP inhib,1%,u,10%,8%,-5%,-15%,1%
HTT cytoprotect,6%[0.074 µM],20%,-2%[0.074 µM],1%,-35%,x,-62%[inhibitor]
GAA glycogen mod,-12%,1%,-1%,5%,-4%,7%[76.3 µM],x
GAA spleen mod,6%,5%,5%,0%,-1%,x,-4%
Tau fluor cs,5%,-13%,-3%,-6%,-17%,-1%,-3%
GAA inhib,-12%,4%,-8%,1%,-2%,x,x

# Following part
41) CNc1nnc(-c2ccc(N(C)C)cc2)s1
42) CCCCn1c2c(c(=O)n(C)c1=O)C(c1ccc(OC)cc1)N1CCCCCC1=N2 (configuration not stated)
43) Cc1nc(N2CCC(C)CC2)c2nnn(Cc3ccccc3)c2n1
44) CCn1c2ccccc2c2cc(NC(=O)C3CCN(S(=O)(=O)c4cccs4)CC3)ccc21
45) O=C1S/C(=C\c2ccc(O)c([N+](=O)[O-])c2)C(=O)N1Cc1cccc([N+](=O)[O-])c1

Screen / compound no.,41,42,43,44,45
GLA spleen mod,u,0%,-8%,7%,0%
Tau ThT inhib,u,-18%,9%,0%,11µM*
Tau FP inhib,6%,-5%,3%,3%,18%
HTT cytoprotect,-61%[inhibitor][10 µM],-68%[inhibitor],-18%[10 µM],11%[10 µM],-8%[10 µM]
GAA glycogen mod,26%,7%,-8%,-15%,-1%
GAA spleen mod,u,-10%,-8%,-2%,4%
Tau fluor cs,-18%,-9%,6%,u,u
GAA inhib,u,-8%,0%,-8%,1%
